Lipid storage S3 = qHTS Assay for Lipid Storage Modulators in Drosophila S3 Cells. Drosophila S3 cells, BODIPY lipid droplet fluorescence, 18-24 h; cells fed with added oleic acid. Potency in µM for hits, for the others lipid storage change, negative = inhibition, % at the top dose, mostly 46.1 µM. actives 0.64% (n = 320,000); active = well fitted inhibition curve with a large enough effect in the signal ratio, with a control signal flat, not every such curve was filed as active; inconclusive = small, poorly fitted or top-dose-only effect, or effect the other way, or a change in a side signal; the % refers to the signal ratio
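Laser-scanning cytometry quantifies lipid droplet accumulation (500–530 nm total intensity; droplet/cell object ratio) in oleic acid-fed (400 uM added) Drosophila S3 cells treated with a concentration series. 20 uM Triacsin C defined 100% inhibition.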
Lipid storage S3 cell count max = second read-out of Lipid storage S3, no call of its own (marks repeat the call); cell number change, %; measured here: cell count max response;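 cells counted by Cell Tracker Red CMTPX staining in the red channel; peak over a dose series mostly up to 46.1 µM; percent activity relative to internal control wells on each plate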
* marks the source's active call; other numbers are inactive results; [ ] = another dose, or the depositor's remark. % is scaled to controls: 0 for no effect and ±100 for the full control effect; potency is read from the fitted curve at half-maximal effect.

How did Cc1nc(Nc2ccc(O)cc2)c2c3c(sc2n1)CCCC3 do in these assays?
Lipid storage S3: -6%; Lipid storage S3 cell count max: -15

How did COc1ccccc1NC(=O)c1ccc2c(=O)n3c(nc2c1)CCC3 do in these assays?
Lipid storage S3: inactive; Lipid storage S3 cell count max: 3

What do the screens show for `C=C(C)COc1ccc2c(CC)cc(=O)oc2c1C`?
Lipid storage S3: inconclusive

Results for COc1c(C)cc(Br)cc1C(=O)Nc1ccccc1N1CCN(C(=O)c2ccccc2)CC1 ?
Lipid storage S3: inconclusive

Results for CCc1ccccc1NC(=S)N(CCCN1CCOCC1)Cc1ccccn1 ?
Lipid storage S3: inconclusive

Results for O=C(O)CCn1c(-c2ccccn2)nc2ccccc21 ?
Lipid storage S3: inconclusive

Results for CCOC(=O)c1c(NC(C)=O)sc2c(OCCN(CC)CC)c(Br)ccc12 ?
Lipid storage S3: 14%; Lipid storage S3 cell count max: -4

Results for S=C1SCN(Cc2ccco2)CN1Cc1ccco1 ?
Lipid storage S3: -7%; Lipid storage S3 cell count max: 2

Results for CC(=O)OC(C(=O)n1nc(C)cc1C)c1ccccc1 (stereo not given) ?
Lipid storage S3: inconclusive

Results for CC[n+]1ccc(/C=C2\Sc3ccccc3N2CCCS(=O)(=O)[O-])c2ccccc21 ?
Lipid storage S3: -26%; Lipid storage S3 cell count max: 3

How did CC(OC(=O)C1CCCCC1)c1nc2ccccc2[nH]1 (stereo not given) do in these assays?
Lipid storage S3: -11%; Lipid storage S3 cell count max: -11

What do the screens show for `CCCCCN(C(=O)CCC(=O)OCc1ccccc1C)c1c(N)n(CCCC)c(=O)[nH]c1=O`?
Lipid storage S3: -31%[0.0737 µM]

For convenience, part of the list above:
Results for CC(=O)OC(C(=O)n1nc(C)cc1C)c1ccccc1 (stereo not given) ?
Lipid storage S3: inconclusive

Results for CC[n+]1ccc(/C=C2\Sc3ccccc3N2CCCS(=O)(=O)[O-])c2ccccc21 ?
Lipid storage S3: -26%; Lipid storage S3 cell count max: 3

How did CC(OC(=O)C1CCCCC1)c1nc2ccccc2[nH]1 (stereo not given) do in these assays?
Lipid storage S3: -11%; Lipid storage S3 cell count max: -11

What do the screens show for `CCCCCN(C(=O)CCC(=O)OCc1ccccc1C)c1c(N)n(CCCC)c(=O)[nH]c1=O`?
Lipid storage S3: -31%[0.0737 µM]

Continued.
What do the screens show for `O=C(Nc1ccccc1C(F)(F)F)C1CCCC1`?
Lipid storage S3: 9%; Lipid storage S3 cell count max: 1

Results for CCOC(=O)c1[nH]c(C)c(CN(CCc2ccccc2)S(C)(=O)=O)c1C ?
Lipid storage S3: inconclusive

What do the screens show for `O=C(COc1ccc2ccc(=O)oc2c1)NCCc1c[nH]c2ccc(F)cc12`?
Lipid storage S3: inconclusive

Results for NC(=O)c1nsc(C(=O)N(c2ccccc2)C(C(=O)NCc2ccc(F)cc2)c2ccco2)c1N (stereo not given) ?
Lipid storage S3: inconclusive

How did COc1ccc(-c2ncncc2-c2csc(C)n2)c(O)c1 do in these assays?
Lipid storage S3: inconclusive

Results for Cc1cc(C(=O)N2CCN(C(=O)C3CCCO3)CC2)no1 (stereo not given) ?
Lipid storage S3: inconclusive

Results for COc1ccc(Cl)c(Cn2c(NCc3ccco3)nc3c2c(=O)n(C)c(=O)n3C)c1 ?
Lipid storage S3: inconclusive

How did CCOC(=O)c1cc2sc(C)cc2n1CC(=O)N1CCc2ccccc21 do in these assays?
Lipid storage S3: inconclusive

Results for CCC(=O)N1CCCn2c1nc1ccccc12 ?
Lipid storage S3: 6%; Lipid storage S3 cell count max: 8

What do the screens show for `O=C(COC(=O)C1C2CC3OC(=O)C1C3C2)Nc1ccc(Br)cc1` (stereo not given)?
Lipid storage S3: inconclusive

How did COc1ccc(C(=O)NC(=S)Nc2ccc(N3CCN(C(C)=O)CC3)cc2)cc1[N+](=O)[O-] do in these assays?
Lipid storage S3: inconclusive

What do the screens show for `Cc1ccc(OC(C)C(=O)Nc2ccc(S(=O)(=O)Nc3nccs3)cc2)cc1` (stereo not given)?
Lipid storage S3: inconclusive

Results for CCOc1ccc(NC(=O)CCC(=O)Nc2cc(OC)c(NC(=O)c3ccco3)cc2OC)cc1 ?
Lipid storage S3: inconclusive

How did CC(C)COc1ccc(/C(O)=C2/C(=O)C(=O)N(CCN(C)C)C2c2ccncc2)cc1 (stereo not given) do in these assays?
Lipid storage S3: inconclusive

How did CC(C)(C)NC(=O)CSc1nsc(SCC(=O)NC(C)(C)C)c1C#N do in these assays?
Lipid storage S3: 8%; Lipid storage S3 cell count max: 1

What do the screens show for `O=C(CSc1nccn1Cc1ccco1)Nc1ccccc1C(F)(F)F`?
Lipid storage S3: inconclusive

How did COC(=O)c1ccc(NC(=O)COC(=O)CCC2CCCC2)cc1 do in these assays?
Lipid storage S3: inconclusive

What do the screens show for `CC(O)[C@H]1CNC(=O)C(=O)N1CCc1cccc2ccccc12` (stereo not given in full)?
Lipid storage S3: -2%; Lipid storage S3 cell count max: 12

What do the screens show for `COc1cccc(NC(=O)CN(C)C(=O)CN2C(=O)NC(C)(c3ccc4ccccc4c3)C2=O)c1` (stereo not given)?
Lipid storage S3: inconclusive

How did CCOc1ccccc1C1NC(=O)CCC1[N+](=O)[O-] (stereo not given) do in these assays?
Lipid storage S3: inconclusive

How did CN(C)/C=C/C(=O)c1c(F)cccc1F do in these assays?
Lipid storage S3: inconclusive

Results for COC(=O)c1[nH]c2c(c1C)C(=O)CC(c1cc(OC)ccc1OC)C2 (stereo not given) ?
Lipid storage S3: inconclusive

What do the screens show for `COc1ccc(-c2cc(C(F)(F)F)nc(SCC(=O)NCc3ccco3)n2)cc1OC`?
Lipid storage S3: inconclusive

Results for CC(C)C(=O)NC(=S)Nc1ccc(S(=O)(=O)N2CCCC2)cc1 ?
Lipid storage S3: inconclusive

Results for C=CCSc1nsc(N)n1 ?
Lipid storage S3: inactive; Lipid storage S3 cell count max: -23

How did Cc1ccc(Cl)cc1N=C(N)N=C(N)N do in these assays?
Lipid storage S3: inconclusive

Results for Cc1ccc(C(=O)/C=C/c2ccccc2)o1 ?
Lipid storage S3: inactive

How did O=C(Nc1cc(C(F)(F)F)ccc1N1CCOCC1)C1=COCCO1 do in these assays?
Lipid storage S3: -4%; Lipid storage S3 cell count max: -7

What do the screens show for `CC(C(=O)N1CCOCC1)c1ccc([N+](=O)[O-])cc1` (stereo not given)?
Lipid storage S3: inconclusive

What do the screens show for `Cc1ccccc1NC(=O)C1Cc2ccccc2CN1C(=O)c1ccco1` (stereo not given)?
Lipid storage S3: 21%; Lipid storage S3 cell count max: 7

What do the screens show for `COc1ccc(-c2ccc([C@H]3[C@H]4C=CC[C@@H](C)[C@@H]4C(=O)N3Cc3ccccc3)c(F)c2)cc1`?
Lipid storage S3: 7%; Lipid storage S3 cell count max: -8

How did CCOC(=O)C1=C(CP(=O)(c2ccccc2)c2ccccc2)NC(=O)NC1c1ccc(OC)cc1 (stereo not given) do in these assays?
Lipid storage S3: 13%; Lipid storage S3 cell count max: 11

How did Cc1ccc(S(=O)(=O)N(C)c2ccc(OCC(=O)Nc3ccc(C(=O)N(C)C)cc3)cc2)cc1C do in these assays?
Lipid storage S3: inconclusive

Results for CC(=O)Nc1cccc(Oc2ncccc2[N+](=O)[O-])c1 ?
Lipid storage S3: 15%; Lipid storage S3 cell count max: 21

What do the screens show for `Cc1ccc(NC(=O)C(C)c2cccc(C(=O)c3ccccc3)c2)cc1O` (stereo not given)?
Lipid storage S3: inconclusive

Results for CCOC(=O)c1oc2ccccc2c1NC(=O)c1ccc(Cl)s1 ?
Lipid storage S3: inconclusive

Some of these compounds in order of length of the SMILES, highest first.
How did Cc1ccc(S(=O)(=O)N(C)c2ccc(OCC(=O)Nc3ccc(C(=O)N(C)C)cc3)cc2)cc1C do in these assays?
Lipid storage S3: inconclusive

What do the screens show for `Cc1ccc(NC(=O)C(C)c2cccc(C(=O)c3ccccc3)c2)cc1O` (stereo not given)?
Lipid storage S3: inconclusive

What do the screens show for `Cc1ccccc1NC(=O)C1Cc2ccccc2CN1C(=O)c1ccco1` (stereo not given)?
Lipid storage S3: 21%; Lipid storage S3 cell count max: 7

What do the screens show for `CC(C(=O)N1CCOCC1)c1ccc([N+](=O)[O-])cc1` (stereo not given)?
Lipid storage S3: inconclusive

Results for CCOC(=O)c1oc2ccccc2c1NC(=O)c1ccc(Cl)s1 ?
Lipid storage S3: inconclusive

Results for Cc1ccc(C(=O)/C=C/c2ccccc2)o1 ?
Lipid storage S3: inactive

Later entries:
How did COc1ccc(-n2c(C)nc3cc(C(=O)NCCN4CCOCC4)ccc32)cc1 do in these assays?
Lipid storage S3: inconclusive

How did COc1ccc(C(=O)Nc2ccc(Cl)cc2C(=O)NCCN2CCOCC2)cc1 do in these assays?
Lipid storage S3: -16%; Lipid storage S3 cell count max: -17

Results for Cc1ccc(C)c(S(=O)(=O)NCC(c2ccc3c(c2)OCO3)N2CCOCC2)c1 (stereo not given) ?
Lipid storage S3: inconclusive

Results for Cc1cc(C)cc(NC(=O)C(OC(=O)c2ccc([N+](=O)[O-])o2)c2ccccc2)c1 (stereo not given) ?
Lipid storage S3: 21%; Lipid storage S3 cell count max: 27

What do the screens show for `COc1ccccc1N1CCN(C(=S)NC(=O)/C=C/c2ccc(F)cc2)CC1`?
Lipid storage S3: -14%; Lipid storage S3 cell count max: -7

What do the screens show for `CCN(CC(=O)NCc1cccs1)C(=O)/C=C/c1cc(OC)c(OC)c(OC)c1`?
Lipid storage S3: 25%; Lipid storage S3 cell count max: 2

What do the screens show for `COCCNC(=S)N(CCCO)Cc1cc2cc3c(cc2[nH]c1=O)OCCO3`?
Lipid storage S3: inactive; Lipid storage S3 cell count max: 3

How did CCN(Cc1ccccc1)C(=O)Cn1cc(S(=O)(=O)NC)c(S(=O)(=O)NC)c1 do in these assays?
Lipid storage S3: 11%; Lipid storage S3 cell count max: 6

What do the screens show for `O=C(COC(=O)CCS(=O)(=O)c1ccccc1)NC(=O)c1ccc(OC(F)F)cc1`?
Lipid storage S3: inconclusive

What do the screens show for `CN(C)CCNC(=O)C(=O)Nc1cc2c3c(c1)CCC(=O)N3CCC2`?
Lipid storage S3: inactive; Lipid storage S3 cell count max: 20

What do the screens show for `Clc1ccc2nc(N3CCCCC3)sc2c1`?
Lipid storage S3: inconclusive

What do the screens show for `O=C(Nc1nnc(C2=COCCO2)o1)c1ccc(F)cc1`?
Lipid storage S3: inconclusive

What do the screens show for `O=C(Nc1ccc(N2CCOCC2)cc1)c1cccc(S(=O)(=O)N2CCC(Cc3ccccc3)CC2)c1`?
Lipid storage S3: inconclusive

Results for Fc1ccc(COc2ccc3ccccc3c2CNc2nn[nH]n2)cc1 ?
Lipid storage S3: inconclusive

Results for Cc1ccc(N(CC(=O)N2CCCC2)S(C)(=O)=O)c(C)c1 ?
Lipid storage S3: inconclusive

Results for CC(C)(C)OC(=O)NCc1ccc(CNC(=O)c2nc[nH]c2C(=O)N2CCN(C(=O)OC(C)(C)C)CC2)cc1 ?
Lipid storage S3: inconclusive

How did CCOC(=O)C(C)N1C(=O)S/C(=C/c2cc(C)n(-c3ccncc3)c2C)C1=O (stereo not given) do in these assays?
Lipid storage S3: inconclusive

Results for Cc1ccccc1OCC(=O)OC(C)CN1CCN(C)CC1 (stereo not given) ?
Lipid storage S3: inconclusive

Results for [O-]/C(=C(\C(=S)Nc1cccc2ccccc12)[n+]1ccccc1)c1ccc2c(c1)OCCO2 ?
Lipid storage S3: 0%; Lipid storage S3 cell count max: -2

What do the screens show for `COC(=O)c1ccc(S(=O)(=O)N2C3CCC2CC(NC(=O)NC2CCCCC2)C3)cc1` (stereo not given)?
Lipid storage S3: 11%

How did Cc1c(CN2CCN(CC(C)C)C(CCO)C2)[nH]c2ccc(Cl)cc12 (stereo not given) do in these assays?
Lipid storage S3: inconclusive

Results for CCCCOC(=O)Nc1nnc(SCCOc2ccc(C)cc2)s1 ?
Lipid storage S3: -2%; Lipid storage S3 cell count max: -11

What do the screens show for `CSCCC(NC(=O)COc1ccccc1)C(=O)N1CCN(C(C)=O)CC1` (stereo not given)?
Lipid storage S3: 16%; Lipid storage S3 cell count max: 21

How did O=C(CSc1ccc2nnc(-c3ccccn3)n2n1)Nc1nccs1 do in these assays?
Lipid storage S3: -5%; Lipid storage S3 cell count max: -2

Results for CN(C)C(=S)N=Nc1[nH]c2ccccc2c1O ?
Lipid storage S3: -12%; Lipid storage S3 cell count max: -10

Results for CCSc1nnc2ccc(-c3ccc(C)cc3)nn12 ?
Lipid storage S3: inactive; Lipid storage S3 cell count max: -26

Results for CN(Cc1ccccc1)C(=O)COC(=O)/C=C/c1ccco1 ?
Lipid storage S3: 3%; Lipid storage S3 cell count max: 7

Results for COc1ccc(CN2CCNC(=O)C2CC(=O)NCc2cn3ccc(C)cc3n2)c(OC)c1 (stereo not given) ?
Lipid storage S3: 5%; Lipid storage S3 cell count max: 14

Results for CC#CC(=O)NCC1(N(C)Cc2ccccc2)Cc2ccccc2C1 ?
Lipid storage S3: 2%; Lipid storage S3 cell count max: 15

What do the screens show for `CC1(C)CC(=O)C(C=NCc2cccnc2)=C(O)C1`?
Lipid storage S3: -2%; Lipid storage S3 cell count max: 10

How did O=C(/C=C/c1ccncc1)c1ccc2c(c1)OCCO2 do in these assays?
Lipid storage S3: inconclusive

2 entries drawn at random from those above:
Results for CC#CC(=O)NCC1(N(C)Cc2ccccc2)Cc2ccccc2C1 ?
Lipid storage S3: 2%; Lipid storage S3 cell count max: 15

Results for CN(Cc1ccccc1)C(=O)COC(=O)/C=C/c1ccco1 ?
Lipid storage S3: 3%; Lipid storage S3 cell count max: 7

High-throughput results (PubChem)

A portion of the library. The share of hits here may be higher or lower than overall.
